KDM5B inh: KDM5B demethylase inhibition | KDM5B demethylase, FDH-coupled NADH fluorescence (FDH is formaldehyde dehydrogenase) | Potency, µM (titrated, usually from 57.7 µM), without a hit: top-dose activity change, negative = inhibition, usual class: inhibitors | Q9UGL1 | hit rate 2.6% among 220,000 | AID 1347165; active = well fitted inhibition curve with a large enough effect; inconclusive = small, poorly fitted or top-dose-only effect; inactive = no such curve, though single readings can be large or run the other way; also: 0% is about no effect; nearly all actives have a fitted effect of over 70% in size
Target sequence (Q9UGL1 whole entry, looked up): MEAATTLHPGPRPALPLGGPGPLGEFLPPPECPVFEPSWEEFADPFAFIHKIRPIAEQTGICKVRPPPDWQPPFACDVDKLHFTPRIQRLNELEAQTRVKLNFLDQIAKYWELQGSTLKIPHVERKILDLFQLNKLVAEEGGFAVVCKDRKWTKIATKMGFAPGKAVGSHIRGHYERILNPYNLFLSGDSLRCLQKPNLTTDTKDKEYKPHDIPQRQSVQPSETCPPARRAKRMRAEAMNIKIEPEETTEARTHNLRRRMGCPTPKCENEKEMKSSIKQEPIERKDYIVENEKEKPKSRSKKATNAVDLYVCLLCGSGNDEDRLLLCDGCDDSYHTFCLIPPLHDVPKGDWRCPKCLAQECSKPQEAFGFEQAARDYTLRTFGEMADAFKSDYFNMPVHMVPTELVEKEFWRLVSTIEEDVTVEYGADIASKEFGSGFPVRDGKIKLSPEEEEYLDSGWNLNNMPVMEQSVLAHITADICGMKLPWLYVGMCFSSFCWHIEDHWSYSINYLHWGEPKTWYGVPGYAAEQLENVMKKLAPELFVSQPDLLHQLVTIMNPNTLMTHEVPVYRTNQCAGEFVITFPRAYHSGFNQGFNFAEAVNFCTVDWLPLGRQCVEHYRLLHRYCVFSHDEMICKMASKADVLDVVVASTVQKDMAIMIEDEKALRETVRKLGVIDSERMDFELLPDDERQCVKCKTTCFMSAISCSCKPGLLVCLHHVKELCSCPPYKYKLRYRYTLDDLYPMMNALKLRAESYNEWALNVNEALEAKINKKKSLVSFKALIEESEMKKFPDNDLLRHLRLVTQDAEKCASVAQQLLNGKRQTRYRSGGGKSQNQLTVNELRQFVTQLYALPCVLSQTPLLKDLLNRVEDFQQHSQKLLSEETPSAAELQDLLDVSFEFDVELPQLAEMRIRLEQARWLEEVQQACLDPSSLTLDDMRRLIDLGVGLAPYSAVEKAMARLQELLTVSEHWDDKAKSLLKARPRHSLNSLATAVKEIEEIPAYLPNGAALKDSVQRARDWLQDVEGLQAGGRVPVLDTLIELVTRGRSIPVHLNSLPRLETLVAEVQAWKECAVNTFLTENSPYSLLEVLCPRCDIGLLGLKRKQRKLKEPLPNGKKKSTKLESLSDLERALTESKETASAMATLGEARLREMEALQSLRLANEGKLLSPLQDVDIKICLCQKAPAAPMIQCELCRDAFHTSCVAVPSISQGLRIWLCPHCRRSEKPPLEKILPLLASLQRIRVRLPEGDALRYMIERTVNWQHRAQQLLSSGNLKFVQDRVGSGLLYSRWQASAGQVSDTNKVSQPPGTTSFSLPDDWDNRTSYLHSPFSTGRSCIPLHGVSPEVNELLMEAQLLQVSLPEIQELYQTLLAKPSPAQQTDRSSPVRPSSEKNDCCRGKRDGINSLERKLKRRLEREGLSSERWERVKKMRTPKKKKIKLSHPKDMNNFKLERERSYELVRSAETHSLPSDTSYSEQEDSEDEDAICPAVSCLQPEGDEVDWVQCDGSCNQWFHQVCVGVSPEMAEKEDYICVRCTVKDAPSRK
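Here, H3K4me3 peptide (12.5 µM in substrate mix) is demethylated by KDM5BΔAP, 200 nM final, after 10 min compound exposure. Formaldehyde product is coupled through FDH (0.25 U/mL in mix) to NADH fluorescence; 30-min ΔRFU feeds dose-response curves.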
* hit, by the source's call; ? = inconclusive; & = joins results of further samples; [ ] = another dose, or the depositor's remark. Potency is read from the fitted curve at half-maximal effect. This is a subset; count on the stated rates, not on these rows.

mol,KDM5B inh
Cc1ccc(N2CCN(C(=O)NCc3noc4ccc(C)cc34)CC2)c(C)c1,19%
COc1ccccc1NC(=O)C1CC(C(C)C)OC1=O (configuration not stated),17%
CCOC(=O)C(NC(C)=O)C(=O)OCC,23%
O=C(NCCCn1cccn1)C1Cn2cccc2C(=O)N1Cc1ccccc1 (configuration not stated),-26%
Cn1cc(NC(=O)CC[C@H]2NC(=O)c3ccccc3NC2=O)cn1,-17%
CCCC1=C(C(=O)OCC)C(c2cccc(Cl)c2Cl)NC(=O)N1C (configuration not stated),21%
O=C(NCCc1ccccc1)C(=O)Nc1cccc(Br)c1,5%[11.5 µM]
O=C(c1ccccc1-n1cccn1)N1CCc2c(nc[nH]c2=O)C1,-6%
COc1cccc(-c2nnc(N)o2)c1,-7%
COc1cc(-n2c(=O)c3ccccc3n(CC(=O)c3ccc(Br)cc3)c2=O)cc(OC)c1OC,-8%
CCCCn1cnc2c1c(=O)n(CC(=O)NC1CCC(C)CC1)c(=O)n2CCC (configuration not stated),18%
Cc1ccc(-c2cc(NC(=O)C(C)Oc3cccc(C)c3C)on2)cc1 (configuration not stated),-9%
Cc1nc2ccc(NC(=O)CCC3CCCC3)cc2s1,1%
Cc1cc(C(=O)NC2CCCC2)c2c(C3CCCN3)noc2n1 (configuration not stated),7%[149 µM]
COc1cccc(C(=O)N2CCC(C(=O)N[C@@H]3CCOC[C@H]3OC)CC2)c1,28%
CC(=O)Nc1ccc(Cl)c(NC(=O)c2nn(-c3ccccc3)c(=O)c3ccccc23)c1,3%
Cc1cccn2c(=O)c(/C=C(\C#N)C(=O)NC3CCS(=O)(=O)C3)c(Oc3ccccc3Cl)nc12 (configuration not stated),?
CCc1cccc(CC)c1NC(=O)COC(=O)c1cc(OC)c(OC)cc1OC,-3%
CCCCCC(C=O)CCC(=O)c1ccc(Br)cc1 (configuration not stated),2%
COC(=O)c1cc(S(=O)(=O)NCC2CCN(Cc3ccc(Cl)cc3)CC2)c[nH]1,-5%
CC(NC(=O)CCSc1ccc(F)c(F)c1)c1ccccc1 (configuration not stated),18%
C#CCNC(=O)C(C)N1CCC(CO)CC1 (configuration not stated),13%
CC(C)(C)c1ccc(C(=O)Nc2onc3c2CCCC3)cc1,-20%
CCOc1ccccc1N1CCN(S(=O)(=O)c2cnn(CC)c2)CC1,-9%
O=C(O)c1ccccc1C(=O)Nc1ccc(S(=O)(=O)Nc2ccc(F)cc2)cc1,13%
Cc1ccc(Cl)cc1N1CCN(C(=O)CCNS(=O)(=O)c2ccc3c(c2)CCN3C(=O)C2CC2)CC1,-15%
COc1cc(CN2C[C@@H](CO)[C@H](c3nc(C)no3)C2)ccc1F,-5%
O=C(CSc1ncnc2nc[nH]c12)NCCc1c[nH]c2ccc(F)cc12,13%
Cc1nc2ccc(Cl)cc2nc1C,17%
CCOC(=O)c1c(C)n(CCOc2ccccc2)c2ccc(O)cc12,-9%
CCC(=O)N1CCN(c2ccc(Cl)cc2NC(=O)c2ccccc2Br)CC1,16%
O=C(NCc1ccccc1)C1(CCO)CCN(c2ncccn2)C1 (configuration not stated),28µM*
CC(C)OCCCNC(=O)C1CCCN(c2nc3ncccc3o2)C1 (configuration not stated),?
CCCNC(=O)N[C@@H]1C[C@H](Cn2cc(COC)nn2)[C@@H](O)[C@H]1O,-21%[86.2 µM]
Cc1ccc(C)c(NC(=O)Cc2ccsc2)c1,29%
O=C(NC1CC1)c1ccc2c(c1)N(Cc1ccccc1)C(=O)CS2=O (configuration not stated),11%
COCC(=O)NC1CCC12CCN(C(=O)COc1ccccc1)CC2 (configuration not stated),-12%
CC1=C[C@@H](CNC(=O)C2CC2)[C@H](C(C)C)C[C@H]1Cc1nnc(-c2ccccc2F)o1,-20%[86.2 µM]
COCCO[C@H]1C(=O)N(C2CCN(C(=O)C3CCOCC3)CC2)[C@H]1c1ccncc1,31%[activator]
O=C(CCS(=O)(=O)c1cc2c(cc1Cl)NC(=O)CO2)NCc1ccccc1,-3%
CC(C)c1noc(-c2cn(C3CCN(C(=O)c4ccc(F)c(F)c4)C3)nn2)n1 (configuration not stated),-6%
Cc1nc(-c2ccc(F)cc2)sc1CCNC(=O)c1ccc(C(C)(C)C)cc1,?
O=S(=O)(Nc1ccc(F)cc1)N1CCOCC1,22%
Cn1cnc(C(=O)N2CCCC(c3nc(-c4cccnc4)no3)CCNC(=O)CC2)c1 (configuration not stated),-14%
O=C(Nc1ccc(S(=O)(=O)Nc2ccccn2)cc1)c1ccccc1,?
COC[C@@H]1CCCN1Cc1cn(-c2ccccc2C)nc1-c1ccc(OC)c(F)c1,-16%
COCCc1noc([C@@H]2CC(F)(F)CN2C(=O)C2CC=CC2)n1,0%
COc1ccc2[nH]c3c(c2c1)CCN(C)C31CCN(C(=O)COc2ccc(F)cc2)CC1,?
O=S(=O)(C1CC1)N1CC[C@@](O)(c2ccccc2)[C@H]2CCCC[C@@H]21,17%
COc1ccc(CN(Cc2ccco2)C(=O)c2cc3cc(OC)c(OC)cc3[nH]2)cc1,?

Among those listed so far, these contain a Cl atom.
mol,KDM5B inh
CCCC1=C(C(=O)OCC)C(c2cccc(Cl)c2Cl)NC(=O)N1C (configuration not stated),21%
CC(=O)Nc1ccc(Cl)c(NC(=O)c2nn(-c3ccccc3)c(=O)c3ccccc23)c1,3%
Cc1cccn2c(=O)c(/C=C(\C#N)C(=O)NC3CCS(=O)(=O)C3)c(Oc3ccccc3Cl)nc12 (configuration not stated),?
COC(=O)c1cc(S(=O)(=O)NCC2CCN(Cc3ccc(Cl)cc3)CC2)c[nH]1,-5%
Cc1ccc(Cl)cc1N1CCN(C(=O)CCNS(=O)(=O)c2ccc3c(c2)CCN3C(=O)C2CC2)CC1,-15%
Cc1nc2ccc(Cl)cc2nc1C,17%
CCC(=O)N1CCN(c2ccc(Cl)cc2NC(=O)c2ccccc2Br)CC1,16%
O=C(CCS(=O)(=O)c1cc2c(cc1Cl)NC(=O)CO2)NCc1ccccc1,-3%

(continued)
mol,KDM5B inh
CN(C)c1ccc(C(CNC(=O)c2c(F)cccc2Cl)N2CCOCC2)cc1 (configuration not stated),10%
COc1ccc(CC(=O)N2CC[C@H]3CC(=O)N(CCN4CCNC4=O)CC[C@H]3C2)cc1,-13%[86.2 µM]
Cn1nnnc1C1CCCN(C(=O)CCc2ccccc2)C1 (configuration not stated),?
CC(=O)SC1CC(=O)N(c2ccc(C(C)(C)C)cc2)C1=O (configuration not stated),-10%
CC(=O)NCCCC(=O)N1CCC2(CC1)CN(C(=O)N(C)C)Cc1ccccc1O2,9%[115 µM]
Cc1noc2c(NCCCn3ccnc3)cc(-c3cccc(C(F)(F)F)c3)nc12,12%[86.2 µM]
N#Cc1cc2c(nc1SCC(=O)NCc1ccccc1)CCCC2,16%
CC(=O)c1c(C)[nH]c(C(=O)C(C)OC(=O)c2cnccn2)c1C (configuration not stated),5%
C=CCOC(=O)C1=C(C)NC(C)=C(C(=O)OCC=C)C1c1ccc(C)o1,-6%
Cc1ccccc1CNC(=O)CN1CCC2(CC1)NC(=O)CC2C(=O)O (configuration not stated),-18%
CCc1ccc(-n2ccc3nc(N4CCCC4)ncc3c2=O)cc1,-3%
Cc1oc(C(C)C)cc1C(=O)N1CC[C@@](O)(C2CCOCC2)[C@H](C)C1,39%
CCOc1ccccc1NC(=O)c1c(NC(=O)c2ccncc2)sc2c1CCC(C(C)(C)C)C2 (configuration not stated),?
O=C(CSc1nnnn1C1CCCC1)c1c[nH]c2ccccc12,14%
Cc1ccccc1[C@@H]1CN(Cc2cnn(CCC(=O)O)c2)C[C@H]1C(=O)O,-18%
COc1cccc(CC(=O)NC2CCN(c3cc(-c4ccccc4)[nH]n3)CC2)c1,?
COC(=O)CCN(Cc1cccc(C)c1)CC(C)C,26%
COc1ccccc1-c1c(C)oc2cc(OC(C)=O)ccc2c1=O,21%
C/C(=N/Nc1ccc(S(N)(=O)=O)cc1[N+](=O)[O-])c1ccccc1Cl,-1%
COc1ccc(CNC(=O)c2cc3cc4ccc(C)cc4nc3o2)cc1,?

Taken from above:
CCc1ccc(-n2ccc3nc(N4CCCC4)ncc3c2=O)cc1 in KDM5B inh shows -3%
Cc1oc(C(C)C)cc1C(=O)N1CC[C@@](O)(C2CCOCC2)[C@H](C)C1 in KDM5B inh shows 39%
O=C(CSc1nnnn1C1CCCC1)c1c[nH]c2ccccc12 in KDM5B inh shows 14%
C/C(=N/Nc1ccc(S(N)(=O)=O)cc1[N+](=O)[O-])c1ccccc1Cl in KDM5B inh shows -1%

Next structures follow:
mol,KDM5B inh
COc1cccc(C(=O)N2CCC3(CC2)NC(=O)N(Cc2ccccc2)C3=O)c1,8%
COC[C@@H]1CN(c2cnccn2)C[C@H]1C(=O)N1CCc2ccccc2C1,20µM*
O=C(NCc1cccs1)c1ccc(Cn2c(SCc3ccccc3)nc3cccnc32)cc1,?
CSCCCN1CC[C@@H](NC(=O)c2ccncc2)[C@H](O)C1,-13%
CCCc1noc(-c2ccn3c(CNC(=O)C(C)Oc4ccccc4)nnc3c2)n1 (configuration not stated),25µM*
Cc1noc(C)c1COc1ccc(C(=O)Nc2ccccc2)cc1,-5%
Cc1cc(C[C@@H]2COC[C@@H]2NC(=O)CCc2c(C)nc3ncnn3c2C)on1,22%
CCC(=O)N1CCc2cc(OC)c(OC)cc2C1COc1ccccc1OC (configuration not stated),-21%
Cc1cc2cc(C(=O)N3CCC4(CCCN(CC5CC5)C4)C3)ccc2o1 (configuration not stated),13%
COC(=O)c1scc(-c2ccc(C)cc2)c1S(=O)(=O)N1CCN(c2ccc(F)cc2)CC1,-29%
COc1ccc(Cl)cc1NC(=O)N(C)CC1CCOCC1,30%
COc1cc(Cl)c(C)cc1NC(=O)Cn1ncc2c(=O)oc3ccccc3c21,13%
Cc1c(C(=O)NCc2cccc(Br)c2)oc2ccc3c(c12)C(=O)CC(C)(C)O3,?
COc1cccc(CNC(=O)c2ccc(CS(=O)Cc3ccc(Cl)cc3)o2)c1 (configuration not stated),-8%
Cc1nnn2c(C(=O)NCc3ccc(Cl)nc3)cccc12,35µM*
COc1ccc(C(=O)Nc2oc3ccccc3c(=O)c2-c2ccc(C)cc2)cc1OC,14%
COCC1CN(C(=O)CCc2c(C)nn(C)c2C)CC12CCNCC2 (configuration not stated),?
COc1ccc2c(c1)CCCN2C(=O)c1cc2cc(Cl)ccc2nc1C,7%
CS(=O)(=O)c1ccc(OC[C@H]2C[C@@H](NC(=O)C3CCOCC3)[C@H](O)[C@@H]2O)cc1,32µM*
CN(C)CC1CCCN1 (configuration not stated),-73%
Cc1ccc2c(-c3cc4ccccc4o3)cc(=O)oc2c1,14%
CC(C)C[C@H](NC(=O)Cn1nc2c(cc1=O)CCCCC2)c1nnc2ccccn12,-19%
O=C(C1=NN[C@@H]2C(=O)N(c3cccc(C(F)(F)F)c3)C(=O)[C@H]12)c1cnccn1,7%
CCCCCN1C(C(=O)c2ccccc2)=C(NC(=O)c2ccc(OC)cc2)c2ccccc2S1(=O)=O,-7%
COc1ccc(C(=O)Nc2ccc(NC(=O)C3CCCCC3)nc2)cc1,-12%
COC(=O)[C@H]1C[C@@]2(N3CCCCC3)c3ccccc3N(S(=O)(=O)c3ccccc3)[C@H]2N1,16%
CNC(=O)c1ccccc1OCc1coc(-c2ccc(OC)cc2)n1,9%
COc1ccc(NC(=O)C(C)n2c(C)c3cnn(-c4ccccc4)c(=O)c3c2C)cc1Cl (configuration not stated),-20%
Cc1cc(C)cc(NC(=O)Nc2c[nH]c(=O)[nH]c2=O)c1,?
COc1ccc(Nc2cc(C)c3cc(NC(=O)Cc4c(F)cccc4Cl)ccc3n2)cc1,?
COc1ccc2nc(NC(=O)c3cc(-c4ccc(C)cc4)on3)sc2c1,18%
Nc1cccc(-c2cc(C(=O)O)c3cc(Br)ccc3n2)c1,2%
CCOc1ccc(C(=O)Nc2ccc(-c3nnc4n3CCCCC4)cc2)cc1OCC,-16%
Cc1ccc(CNS(=O)(=O)c2ccc(-c3cc(C(F)(F)F)on3)s2)cc1,-3%
O=C(c1ccccc1Cl)N1CCCC(c2nc3ccccc3o2)C1 (configuration not stated),18%
Cc1cc(=O)[nH]c2nnc(SCC(=O)Nc3cc(C(F)(F)F)ccc3Cl)n12,0%
O=C(CSc1nc(=O)[nH]c2c1CCCC2)NCc1ccc(Cl)cc1,5%
CCCCOC(=O)c1ccc(NC(=O)c2ccc3c(c2)CCN3S(C)(=O)=O)cc1,?
N#C/C(=C\c1c[nH]c2ccccc12)C(=O)OC1CCCCC1,13%
COC(=O)C1=C(c2ccccc2)c2ccccc2S(=O)(=O)N1CC(=O)Nc1ccc(OC)cc1OC,-9%
Cc1c2c(=O)n(-c3ccc(F)cc3)[nH]c2cc(=O)n1Cc1ccccc1,7%
CCCNC(=O)CSc1nc2ccccc2nc1Cc1ccc(Cl)cc1,?
COc1ccc(C(=O)N2CCCN(c3cc(-c4ccc(Cl)cc4)[nH]n3)CC2)cc1F,?
COCC1CN(C(C)=O)CC12CCN(Cc1ccc(Cl)cc1)CC2 (configuration not stated),?
COC(=O)c1sccc1S(=O)(=O)N(CC(=O)Nc1ccc(C)c(F)c1)c1ccc(C)c(C)c1,-19%&-18%
O=C(NCCc1cccc(F)c1)C1CCCN(c2nc3ccccc3s2)C1 (configuration not stated),17%
Cn1ncc(N2CCCC(CC(=O)Nc3ccc(Cl)cc3)C2)cc1=O (configuration not stated),24%
Oc1cccc2[nH]ncc12,?

Screening data from PubChem.
